Screening data from PubChem.
PvdQ inh = P. aeruginosa PvdQ acylase inhibition. AID 488965. actives 0.063% (n = 340,000). purified PvdQ acylase, fluorescence plate reader. inhibition, % at 10 µM; in the data active means inhibition above about 30%, passing the limit was not always enough; inconclusive means no clear call, values can overlap the other calls;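 further: 0% = vehicle neutral wells and 100% = reference inhibitor wells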
DAGLB inhibitor = diacylglycerol lipase beta (human) inhibition; Q8NCG7; HEK293T DAGLB membrane lysate, EnzChek fluorogenic substrate; inhibition, % at 5.17 µM; actives 0.059% (n = 340,000); in the data active means inhibition above about 34%;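 further: 0% = enzyme with vehicle and 100% = wells lacking enzyme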
Target sequence (Q8NCG7 whole entry, looked up): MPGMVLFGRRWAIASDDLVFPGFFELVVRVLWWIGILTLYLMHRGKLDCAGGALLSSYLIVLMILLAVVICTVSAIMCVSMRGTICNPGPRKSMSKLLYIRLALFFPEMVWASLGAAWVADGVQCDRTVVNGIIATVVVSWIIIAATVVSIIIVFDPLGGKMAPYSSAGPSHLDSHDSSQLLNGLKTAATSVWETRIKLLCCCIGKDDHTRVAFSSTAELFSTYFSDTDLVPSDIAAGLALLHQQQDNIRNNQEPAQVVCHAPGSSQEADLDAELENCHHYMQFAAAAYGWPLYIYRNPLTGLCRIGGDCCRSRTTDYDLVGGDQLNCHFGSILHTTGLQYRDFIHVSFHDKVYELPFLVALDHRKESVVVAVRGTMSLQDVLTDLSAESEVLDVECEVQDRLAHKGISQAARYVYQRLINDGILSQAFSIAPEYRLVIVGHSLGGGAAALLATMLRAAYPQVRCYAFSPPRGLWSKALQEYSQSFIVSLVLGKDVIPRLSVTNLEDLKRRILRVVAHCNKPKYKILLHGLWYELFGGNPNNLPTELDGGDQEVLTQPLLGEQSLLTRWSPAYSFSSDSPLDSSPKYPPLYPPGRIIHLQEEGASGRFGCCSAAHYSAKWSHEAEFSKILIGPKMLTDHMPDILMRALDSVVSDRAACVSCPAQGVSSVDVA
phage Ecoli inh = E. coli growth loss with phage present; inhibition, % at 11.9 µM; actives 0.26% (n = 360,000); growth absorbance; AID 651602; in the data active means inhibition above about 11%
Wnt bcat act = activates Wnt/beta-catenin signaling in a reporter cell assay | activator, plate reader | activation, % at 9.35 µM | actives 1.2% (n = 300,000) | AID 743398; in the data active means activation above about 30%, passing the limit was not always enough; inconclusive means no clear call, values can overlap the other calls;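 further: 0% = neutral control wells and 100% = positive control wells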
AddAB inh = less growth of phage-infected E. coli with AddAB. E. coli expressing H. pylori AddAB, absorbance growth. inhibition, % at 11.9 µM. actives 0.29% (n = 330,000). AID 435030; in the data active means inhibition above about 12%;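 further: 0% = vehicle wells of infected cells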
PfHsp90 set2 = growth inhibition of yeast expressing Plasmodium Hsp90; inhibition, % at 9.4 µM; S. cerevisiae expressing PfHsp90, BacTiter-Glo ATP, 48 h; yeast lacking PDR1 and PDR3 efflux regulators; actives 0.32% (n = 310,000);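 active means every replicate shows inhibition above about 80%, whatever the replicate mean, limit read from the data; inconclusive means mean inhibition reaches the set limit but some replicate falls short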;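 further: 0% = DMSO neutral controls and 100% = 20 µM radicicol positive controls; yeast relying on Plasmodium falciparum Hsp90 in place of its own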
CAL PDZ inh = inhibitors of human CAL PDZ peptide binding; Q9HD26; purified CAL PDZ, TMR-peptide fluorescence polarization, 1 h; inhibition, % at 20 µM; actives 0.02% (n = 330,000); AID 504414;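 active means highest replicate inhibition of at least 40%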;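 further: plate controls were DMSO neutral control wells for no effect and unlabeled competitor peptide control wells for full effect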
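material = purified tagged CAL PDZ domain construct (CerCALP) | compound dosing = 20 µM, one dose | times = 1 h at RT | measured by = fluorescence polarization from S- and P-plane intensities, G-factor corrected | read-out = inhibition from polarization loss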
E coli growth = counter-screen for AddAB inhibitors: E. coli growth inhibition; AID 449728; actives 0.27% (n = 330,000); E. coli V3065 growth, OD600 absorbance, 18 h; inhibition, % at 11.9 µM;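 active means inhibition above the campaign's mean inhibition across all tested compounds plus 3 SD, cut at about 9.9% in these data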;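 further: uninfected addAB+ strain grown without phage in ampicillin broth; 0% = DMSO wells and 100% = ciprofloxacin 0.95 µg/ml wells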
Rtt109 HAT inh = inhibitors of Candida albicans Rtt109/Vps75 histone acetyltransferase | inhibition, % at 34.9 µM | purified Rtt109/Vps75, ThioGlo CoA-SH fluorescence, 4 h | AID 540336 | Q5AAJ8 | actives 0.16% (n = 330,000);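 active means inhibition of at least 50% in every replicate; inconclusive means best replicate reaches 50% inhibition but some replicates fall short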
Target sequence (Q5AAJ8 whole entry, looked up): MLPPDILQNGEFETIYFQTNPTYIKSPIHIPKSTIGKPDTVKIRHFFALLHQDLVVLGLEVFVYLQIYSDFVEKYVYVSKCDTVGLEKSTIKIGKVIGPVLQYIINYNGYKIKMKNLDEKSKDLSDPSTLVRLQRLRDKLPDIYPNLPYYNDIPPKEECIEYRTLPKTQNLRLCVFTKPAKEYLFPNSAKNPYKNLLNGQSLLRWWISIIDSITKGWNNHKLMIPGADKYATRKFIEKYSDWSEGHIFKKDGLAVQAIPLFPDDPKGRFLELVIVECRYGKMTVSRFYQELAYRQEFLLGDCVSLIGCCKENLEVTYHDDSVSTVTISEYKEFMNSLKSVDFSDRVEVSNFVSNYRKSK
Tat export inh = blocks Tat-dependent protein export in E. coli. E. coli MC4100 TorA-mCherry Tat export, fluorescence. inhibition, % at 10 µM. actives 0.036% (n = 340,000). AID 488895;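 active means mean replicate inhibition at least 50% and at least half of replicates individually reaching 50%; inconclusive means only one of the two criteria met; inactive means neither criterion met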;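 further: exported cargo escapes ClpAP degradation while cytoplasmic cargo is degraded and loses fluorescence; 0% = median of neutral control wells and 100% = median of NaSCN control wells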
* hit, by the source's call; ? = inconclusive; nt = not tested or not shown.

Every second line gives: PvdQ inh, DAGLB inhibitor, phage Ecoli inh, Wnt bcat act, AddAB inh, PfHsp90 set2, CAL PDZ inh, E coli growth, Rtt109 HAT inh, Tat export inh
1) O=C(Nc1nc(-c2ccc(F)c(F)c2)cs1)C1=COCCO1
 : -7.2, -7.5, 3.1, 8.6, 2.6, nt, -1.1, 1.8, -3.5, -3.3
2) O=C(C[C@@H]1C/C=C\CCC(=O)OC[C@H](Cc2ccccc2)NC1=O)N[C@@H](CO)Cc1ccccc1
 : -8.9, 1.4, 2.3, -3.4, 2.1, 6.2, -0.6, -0.6, -1.1, 1.4
3) CC(=O)Oc1ccc(NC(=O)Cc2ccccc2)cc1
 : 6.8, -0.1, 4.9, nt, 1.5, 4.2, -0.4, -1.7, -9.1, -8.5
4) Cc1ccc[n+](-c2[nH]c(=O)sc2/C=N/NC(=O)c2ccccc2[O-])c1
 : 14.6, 2.9, 2.3, 4.7, 4.5, -11.0, 0.0, 0.7, 2.2, -0.6
5) CCOC(=O)c1sc(NC(=O)COC(=O)C(CCSC)NC(C)=O)nc1C (configuration not stated)
 : 2.8, 1.9, 2.1, -0.7, 1.3, -3.9, -0.7, -1.5, 4.9, -7.0
6) Nc1ncnc(N2CCOCC2)n1
 : -7.5, 0.9, 3.8, -5.7, nt, 13.0, -0.2, nt, 8.9, -11.9
7) CCN(CC)c1ccc(NC(=O)CC2Oc3ccccc3NC2=O)c(C)c1 (configuration not stated)
 : 3.7, -0.8, 3.3, -2.4, 0.8, -4.0, -2.2, -2.0, 21.3, -10.7
8) C=CCn1c(N)c(C(=O)OCC)sc1=S
 : -2.1, 1.5, 2.0, -4.3, 5.0, nt, -0.5, 1.8, -16.9, 15.0
9) COc1ccc(Cl)cc1C(=O)NCCCn1ccnc1
 : 6.3, 2.7, 2.0, 0.1, 0.4, 9.0, -10.4, 1.0, 13.5, -18.3
10) COCCCN1C(=O)c2ccc(C(=O)OCC(=O)N(CCC#N)c3cc(C)cc(C)c3)cc2C1=O
 : -4.8, 1.2, 0.9, 0.5, 0.0, 8.0, -0.6, 0.6, 0.0, 16.4
11) O=C(Nc1cccc(S(=O)(=O)NC2=NCCC2)c1)c1ccccc1
 : 4.8, -2.8, 2.8, -2.8, 0.5, -13.0, 0.1, 1.9, 17.8, -3.5
12) c1ccc2c(N3CCCC3)nc(-c3ccncc3)nc2c1
 : -10.4, -2.9, -0.7, nt, 4.4, 14.8, -3.3, 1.3, 10.3, 5.9
13) COC(=O)c1cccc(NC(=S)N2CCOCC2)c1
 : 27.6, 0.0, 2.9, 0.2, 2.8, 14.4, 0.0, 3.9, 4.3, 5.0
14) O=C(CNCc1cccc(Cl)c1)N1CCc2ccccc2C1
 : -1.1, -1.6, 4.9, 1.9, 1.9, -2.6, -0.5, 0.6, 8.8, 1.5
15) CCCCc1ccc(N=N/C(C(=O)Nc2ccc(NC(C)=O)cc2OC)=C(/C)O)cc1
 : 2.2, -4.7, 1.8, 0.7, 1.0, -12.9, 1.7, 1.5, 7.7, ?
16) CCCCn1nc(C(=O)NC2CCCCCC2)c2ccccc2c1=O
 : -7.4, 0.3, -0.7, -2.6, -0.7, -2.8, -0.6, -1.8, 4.1, 2.7
17) Cc1ccc(/C=C/C(=O)OCC(=O)NCc2ccccc2)o1
 : -1.5, 1.1, 1.9, 0.3, nt, nt, -1.7, nt, -3.7, 3.5
18) O=C(NCc1cccnc1)C(=O)NCC1OCCCN1S(=O)(=O)c1ccc(Cl)cc1 (configuration not stated)
 : -6.3, 0.1, 1.5, -2.1, -0.3, 13.6, -1.5, 2.7, -2.7, 1.1
19) O=Cc1ccc2c(c1)CCN2Cc1ccccc1
 : -0.8, 0.5, 3.1, 4.5, -0.5, 4.8, -0.7, 1.0, -0.9, -1.0
20) CCc1ccc(C(C(=O)NCCOC)N(C(=O)Cn2nnc3ccccc32)c2cccnc2)cc1 (configuration not stated)
 : 11.1, 0.2, 3.1, -1.5, 3.3, nt, nt, 0.8, 0.5, -4.4
21) O=C(CCNC(=O)c1ccccc1)OCC(=O)c1cccc(Cl)c1
 : 5.5, 0.9, 3.5, -1.2, 1.0, -13.6, 3.3, 1.1, -0.1, -2.2
22) Cc1nn(Cc2c(F)c(F)c(F)c(F)c2F)c(C)c1NC(=O)c1cccc(COc2ccc(Cl)cc2)c1
 : -6.6, -7.3, 2.4, 29.0, 1.0, 6.9, -0.9, -1.7, 4.5, 2.1
23) CCCCNC(=O)COC(=O)c1c2c(nc3ccccc13)CCC2
 : -5.3, 1.8, 0.4, -4.4, 3.3, -3.4, -1.1, -3.0, -2.5, -1.7
24) O=C(OCC(=O)N1CCOCC1)c1ccc(Cl)cc1[N+](=O)[O-]
 : -8.3, 0.1, 0.3, -0.5, 6.2, -21.0, -2.4, 3.1, 3.5, -3.9
25) Cc1ccc(SC[C@H](Cc2ccccc2)N2CCN(C)CCC2=O)cc1
 : -14.1, -0.4, 1.7, -1.6, nt, 1.4, -0.8, nt, 9.1, 8.2
26) Cc1cc2cc3c(cc2nc1SCc1ccc(C(=O)O)cc1)OCCO3
 : 2.6, 7.5, 2.4, -1.9, 1.9, -2.9, -4.4, 2.0, -2.8, -1.1
27) NS(=O)(=O)c1ccc(NC(=O)Nc2ccc3c(c2)OCO3)cc1
 : 1.2, -2.3, 1.8, 9.2, nt, -47.2, 0.2, nt, 7.7, -2.1
28) CC1CCCC(NC(=O)c2cccs2)C1C (configuration not stated)
 : -4.2, 3.5, 1.0, 2.7, 3.9, 19.8, -1.1, 2.1, 3.6, -2.0
29) Cc1ccccc1OCc1nnc(SCC(=O)Nc2ccc(N3CCOCC3)cc2)n1C
 : 10.7, -2.1, 0.3, -4.5, 5.1, 11.4, -0.2, 2.8, ?, -9.3
30) O=C(NCCCN1CCCCCC1)c1cc2c(=O)oc3ccccc3c2s1
 : -13.3, 2.0, 0.2, -1.6, 3.0, -29.5, -5.2, 0.9, -9.9, 5.8
31) COc1ccccc1NC(=O)CCc1nnc2ccc(NCc3ccco3)nn12
 : -4.3, 1.6, 4.5, -1.5, 2.6, 4.4, -1.9, -1.5, 7.0, -3.8
32) COc1ccc(C2C(C#N)=C(N)SC(N)=C2C#N)cc1OC
 : -12.1, -5.7, 1.1, nt, -0.7, -38.0, -2.6, -0.4, 0.7, -3.3
33) OC(CN1CCN(c2cccc(Cl)c2)CC1)c1ccc(F)cc1 (configuration not stated)
 : 2.3, -18.9, 2.8, -2.4, 1.6, 9.6, -0.8, 0.7, 9.7, 0.9
34) CCOc1c2ccc(C(=O)NCCc3cccs3)cc2nn1CC
 : -9.7, 5.2, 0.3, 31.9*, 1.8, 12.3, 0.3, 0.3, -8.0, 1.3
35) COc1ccc(-c2sc3ccc(N4CCOCC4)cc3c2C#CCO)cc1
 : -0.9, 3.5, 2.5, -7.8, 0.1, -15.0, -0.4, -1.6, -11.9, 0.3
36) CCc1c(O)nc(SCC(=O)Nc2nc3ccccc3s2)n(C2CCCCC2)c1=O
 : -9.9, 4.3, 3.1, 0.0, -1.9, 31.5, 0.4, -2.1, 21.9, -7.4
37) Cc1cc(-c2nc3ncccc3o2)ccc1NC(=O)CC(C)C
 : 15.1, -4.4, 3.7, 8.6, 1.7, 12.0, -0.7, 0.6, 1.1, -6.4
38) Cc1ccc(N(CC(=O)NC(C)(C)C)C(=O)CCC(=O)Nc2nccs2)cc1C
 : 13.4, 1.2, 1.2, -1.1, -1.5, -3.9, 1.5, -1.3, 0.0, -4.4
39) Cc1ccc(/C(N)=N/OC(=O)COc2ccc(Cl)c(C)c2)cc1
 : 24.7, -6.7, -0.3, 6.0, 1.4, -8.9, -0.7, 0.3, -57.7, -5.6
40) CCOC(=O)C1=C(C)NC(C)=C(C(=O)OCC)C1c1ccc(O)cc1
 : -16.2, -0.3, 1.7, nt, 1.2, 2.7, 0.4, -1.9, -0.2, 5.2
41) Cc1ccc(CNC(=O)Cn2cccc2)cc1
 : -8.9, -2.1, -0.3, 3.9, 1.6, -1.6, -2.0, -1.2, 2.9, -0.1
42) COc1cc(C(=O)N(Cc2ccccc2)c2cccc(C)c2)ccc1OC(F)F
 : -9.1, -17.7, 2.1, -0.5, 1.3, 15.2, -2.0, -0.8, -6.9, 8.1
43) NC(=S)Nc1ccc(F)c(F)c1F
 : 6.5, 1.2, 0.1, 10.6, -0.6, 3.5, 0.9, -1.2, -8.0, -5.2
44) CSc1ncccc1C(=O)Nc1nc2c(C)cccc2s1
 : 5.6, -6.3, 2.5, nt, 4.6, 4.3, -3.1, 2.8, 6.0, 2.5
45) O=C(Nc1ccccc1)C1=C[C@H](c2ccc(Br)cc2)C[C@H](OCc2ccc(CO)cc2)O1
 : 0.1, -3.7, 2.7, 4.0, 3.9, 3.5, -0.1, 0.0, -15.2, -8.4
46) CCc1ccc(OCC2Cn3c(nc4c3c(=O)[nH]c(=O)n4C)O2)cc1 (configuration not stated)
 : -14.7, -0.3, 0.1, -0.6, nt, 13.3, -0.6, nt, 3.1, -3.5
47) O=C(CN(CC1CCCO1)C(=O)CCC(=O)Nc1nccs1)NCC1CCCO1 (configuration not stated)
 : -16.1, 1.4, 2.9, -1.2, 2.2, -18.3, nt, -0.2, 0.7, 23.0
48) COc1ccc(NC(C)=O)cc1NC(=O)c1ccc(C#N)cc1
 : -3.3, -1.4, 2.5, 1.4, 4.3, -20.3, -1.9, 3.3, nt, -1.3
49) CCOc1ccc(C(=O)CCC(=O)Nc2ccccc2C)cc1
 : -11.3, -2.9, -1.0, 0.8, nt, 2.0, -0.6, nt, 12.5, 3.2
50) COc1ccc(C(CNC(=O)c2ccc(NS(=O)(=O)c3ccc(F)c(C)c3)cc2)N2CCCC2)cc1 (configuration not stated)
 : -13.4, 2.4, 3.2, -1.7, nt, -29.8, -2.7, nt, 7.3, 4.6
51) Cc1cc(N2CCN(C)CC2)n2cc(-c3ccc(F)cc3)nc2n1
 : 4.4, 2.5, 1.4, nt, 6.5, 4.8, -1.3, -2.7, 3.0, -13.5
52) O=C(O)COc1c(Cl)cc(/C=C2\NC(=O)NC2=O)cc1Br
 : 8.8, 1.6, 3.2, -1.9, -1.2, -75.7, -2.5, 0.0, 5.2, -2.7
53) Cc1cc(Oc2ccccc2)nc(SCC(N)=O)n1
 : 15.4, 0.4, 2.1, nt, -1.8, 55.4, -1.3, 1.6, 7.4, -6.0
54) Cc1ccc(C)c(NC(=O)CCc2ccc(S(=O)(=O)NC3CCCCC3)cc2)c1
 : -3.3, -3.4, 1.6, nt, 0.0, -19.6, 0.4, -2.1, 0.8, 8.6
55) Cc1csc(CNc2ncnc3ccc(-c4cccnc4)cc23)c1
 : -9.8, -1.2, 4.5, -1.4, -0.8, -14.4, -5.2, -0.3, -1.5, -14.9
